# NRP1-CendR mod: NRP-1/CendR interaction modulation; FAM-RPARPAR peptide binding to NRP-1, fluorescence polarization; inhibition, % at 25 µM; actives 0.85% (n = 360,000);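 active means inhibition or corrected inhibition above about 18%, plus a signal ratio from 0.5 to 1.5, limit read from the data, passing the limit was not always enough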; further: strong numbers were not always called active
# MT1-MMP act inh: MT1-MMP (human) activation inhibition | HT1080 RFP-PRO-GFP cells, GFP/RFP ratio fluorescence, overnight; percent of plate control window, DMSO zero | P50281 | GFP/RFP ratio change, % at 20 µM | actives 0.061% (n = 360,000);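 active means GFP/RFP ratio change of at least 30% with cell ATP level not reduced by more than half and red fluorescence within 50% of control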; further: strong numbers were not always called active
#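 Test system: HT1080 cells expressing an RFP-PRO-GFP fluorescent reporter construct / Compound dosing: single-point 20 µM compound, 1% DMSO / Schedule: cells overnight before dosing, compound overnight, 37 °C, 5% CO2 / Evaluation: GFP/RFP fluorescence ratio / Control set: DMSO and RFP-L50D-GFP cell wells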
# Scp1 inh: blocks human Scp-1 phosphatase activity; Recombinant Scp1, phosphopeptide, malachite green phosphate absorbance; Q9GZU7; inhibition, % at 20 µM; actives 0.88% (n = 340,000); AID 493091;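 active means inhibition above about 50% at 20 µM, limit read from the data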;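 further: plate controls were DMSO wells with enzyme for no effect and wells lacking enzyme for full effect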
#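 System: SCP-1 catalytic domain; Reagent: Phospho 17-mer peptide substrate; Doses: one concentration, 20 µM, with 1.0% DMSO; Incubation: 45 min room-temperature reaction, 5 min colour, 30 min stabiliser; Signal: Phosphate-binding colour reagent, absorbance read at 630 nm.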
# SUMO1-SIM PPI: modulators of human SUMO1-mediated protein-protein interactions | P63165 | SUMO1 binding to a labelled peptide, TR-FRET, 1 h | inhibition, % at 20 µM | actives 0.33% (n = 360,000) | AID 602429; in the data active means inhibition above about 37%
# LMPTP block: blocks human LMPTP phosphatase; P24666; recombinant LMPTP-A, OMFP fluorogenic substrate, fluorescence intensity; inhibition, % at 20 µM; actives 0.22% (n = 360,000);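 active means compounds that cut the enzyme signal by at least half of the control window in the single-dose screen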;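 further: plate controls were DMSO wells with enzyme plus substrate for no effect and substrate without enzyme for full effect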
#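 Test system – LMPTP-A enzyme · Amount – LMPTP-A at 0.625 nM final in the reaction · Buffer or medium – Bis-Tris pH 6.0, DTT, detergent · Reagent – OMFP 400 µM · Doses – single 20 µM dose · Schedule – reaction 50 min, room temperature, dark · Detection – fluorescence intensity of OMFP turnover product · Evaluation – percent inhibition versus substrate-only and uninhibited controls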
# DNMT1 block: inhibitors of human DNMT1 | DNMT1 molecular beacon, Hinp1I cleavage, fluorescence | inhibition (reported as % activation of signal), % at 10 µM | actives 0.83% (n = 360,000) | P26358 | AID 588458; in the data active means inhibition above about 50%
# Target sequence (P26358 504-1616 limits assumed): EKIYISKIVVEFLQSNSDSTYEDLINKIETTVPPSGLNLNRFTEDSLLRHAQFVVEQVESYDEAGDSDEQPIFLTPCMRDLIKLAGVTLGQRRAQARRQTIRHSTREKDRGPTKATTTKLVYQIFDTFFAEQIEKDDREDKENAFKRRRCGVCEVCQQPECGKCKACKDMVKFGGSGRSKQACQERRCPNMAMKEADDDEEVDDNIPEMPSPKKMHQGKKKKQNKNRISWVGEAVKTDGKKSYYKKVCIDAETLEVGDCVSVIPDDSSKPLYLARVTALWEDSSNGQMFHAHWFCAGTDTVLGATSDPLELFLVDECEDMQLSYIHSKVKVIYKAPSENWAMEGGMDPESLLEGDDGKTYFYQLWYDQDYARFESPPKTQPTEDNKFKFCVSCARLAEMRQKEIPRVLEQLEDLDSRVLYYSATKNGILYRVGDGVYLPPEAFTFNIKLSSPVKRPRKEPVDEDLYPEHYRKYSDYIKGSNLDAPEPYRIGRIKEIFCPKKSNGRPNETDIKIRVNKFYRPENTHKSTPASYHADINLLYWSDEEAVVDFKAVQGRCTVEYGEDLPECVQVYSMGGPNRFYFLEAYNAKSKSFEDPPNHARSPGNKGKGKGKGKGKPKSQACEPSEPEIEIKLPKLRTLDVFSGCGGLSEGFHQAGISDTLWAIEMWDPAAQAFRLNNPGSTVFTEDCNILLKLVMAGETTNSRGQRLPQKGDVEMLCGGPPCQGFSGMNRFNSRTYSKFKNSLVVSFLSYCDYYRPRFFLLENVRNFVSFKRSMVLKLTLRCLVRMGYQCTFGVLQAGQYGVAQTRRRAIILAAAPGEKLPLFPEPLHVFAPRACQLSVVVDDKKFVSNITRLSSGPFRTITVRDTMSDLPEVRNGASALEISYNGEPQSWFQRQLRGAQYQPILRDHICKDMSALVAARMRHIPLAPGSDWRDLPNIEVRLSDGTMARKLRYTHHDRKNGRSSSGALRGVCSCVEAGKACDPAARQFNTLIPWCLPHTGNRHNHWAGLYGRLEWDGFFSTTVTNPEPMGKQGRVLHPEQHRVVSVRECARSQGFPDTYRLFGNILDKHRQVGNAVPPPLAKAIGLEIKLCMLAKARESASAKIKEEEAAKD
# SKN-1 block: inhibitors of C. elegans SKN-1; C. elegans VP596 Pgst-4::GFP/RFP ratio, acrylamide-induced, 24 h; actives 0.49% (n = 360,000); inhibition, % at 21.8 µM;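 active means interference check ratio from 0.5 to 1.5 plus GFP to RFP signal ratio inhibition reaching or exceeding a fixed threshold, cut at about 30% in these data, passing the limit was not always enough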; further: some compounds called inactive have numbers as strong as hits
# NadD inh: blocks S. aureus nicotinate mononucleotide adenylyltransferase; purified NadD enzyme, colorimetric absorbance read-out; inhibition, % at 20 µM; actives 0.78% (n = 360,000); AID 602399; in the data active means inhibition above about 26%; further: some compounds past the cut are filed as inactive
# Rpn11 block: blocks the human proteasome subunit Rpn11; human 26S proteasome, Ub4-pepOG fluorescence polarization; 20S core pre-blocked with epoxomicin; calls only at 20 µM; actives 0.59% (n = 360,000); AID 588493;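 active means inhibition at 20 µM, scaled to each plate's controls, above about 33%, limit read from the data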
# STEP inh: inhibitors of human striatal-enriched phosphatase STEP; P54829; recombinant STEP, OMFP fluorogenic substrate, fluorescence; inhibition, % at 20 µM; actives 0.25% (n = 360,000);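 active means inhibition at 20 µM, scaled per plate between control wells, above about 37%, limit read from the data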;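 further: 0% = DMSO with enzyme and substrate and 100% = substrate only without enzyme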
#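 material = STEP tyrosine phosphatase | reagent = fluorogenic phosphatase substrate OMFP at 25 µM final | doses = single compound dose of 20 µM, 1% DMSO final | schedule = 20 min reaction, room temperature, in the dark | measured by = fluorescence, 480/540 nm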
# Starred values were filed as active, the others as inactive; i = inactive; / = no result given. Not a hit list. Share with any hit: about 3.9%.
# Sample of the layout:
smiles	NRP1-CendR mod	MT1-MMP act inh	Scp1 inh	SUMO1-SIM PPI	LMPTP block	DNMT1 block	SKN-1 block	NadD inh	Rpn11 block	STEP inh
CCC(=O)c1ccc(OCC(=O)OCC(=O)NCCCc2ccccc2)cc1	6	1	-7	4	0.0	-1	-8	-5	i	2
O=C(O)/C=C/C(=O)N1CCc2ccccc21	2	0	-7	3	0.7	-1	8	-12	i	1

# The listing, from the first entry:
smiles	NRP1-CendR mod	MT1-MMP act inh	Scp1 inh	SUMO1-SIM PPI	LMPTP block	DNMT1 block	SKN-1 block	NadD inh	Rpn11 block	STEP inh
CCC(=O)c1ccc(OCC(=O)OCC(=O)NCCCc2ccccc2)cc1	6	1	-7	4	0.0	-1	-8	-5	i	2
O=C(O)/C=C/C(=O)N1CCc2ccccc21	2	0	-7	3	0.7	-1	8	-12	i	1
CCCCCN1CC(O)=C(c2ccccc2)C1=N	-3	-3	-2	-3	0.2	3	11	-4	i	-2
CC(C)n1cc(NC(=O)c2cc(-c3ccccc3)on2)cn1	-2	11	-5	0	1.1	-2	20	-3	i	-1
O=C(NCc1cccnc1)c1cc(C2CCCCN2C(=O)c2ccc(Cl)cc2)on1 (configuration not stated)	-3	2	/	-2	-2.2	9	-9	-1	i	-3
O=C(Nc1ccccc1Oc1ccccc1)[C@@H]1O[C@H](CO)[C@H](O)[C@H](O)[C@H]1O	-6	2	/	5	-2.4	5	0	0	i	-3
Cc1ccc(N(C(=O)C(F)(F)F)C(C(=O)NC2CCCCC2)c2cccs2)cc1 (configuration not stated)	7	1	-6	4	-0.3	6	3	-6	i	-1
O=C(c1n[nH]c(=O)c2ccccc12)N1CCN(c2ccccc2)CC1	-5	-6	7	-5	-3.0	2	17	0	i	-2
Cn1c(CCN2CCCC2)nc2cc(NS(=O)(=O)c3ccccc3)ccc21	-6	-8	-3	6	15	-1	13	16	i	1
Cc1onc(-c2c(F)cccc2Cl)c1-c1nnc(-c2ccc(C(F)(F)F)cc2)o1	-12	-4	-9	5	3.2	14	-6	-6	i	2
CC1=CC(C)(C)n2c(O)c(N=NC(N)=S)c3c(C)c(C)cc1c32	15	-1	-11	-4	-0.7	35	-3	10	i	-1
COc1ccc2nc(N3C(=O)CNC3=S)sc2c1	-8	2	-7	7	-0.3	-4	4	-1	i	0
Cc1ccc(NC(=S)N(CCCN2CCOCC2)Cc2ccco2)cc1Cl	-2	-1	-8	-1	-5.8	3	2	-4	i	4
CCCCNC(=O)CNC(=O)c1cccs1	-8	-3	-9	-3	-3.0	0	-4	-6	i	1
COC(=O)c1ccc(Sc2ccccc2NS(=O)(=O)c2ccc(C)cc2)nc1	-6	0	-17	0	1.3	-1	-1	-4	i	2
Cc1ccc(C(=O)CSc2nc(-c3ccccc3)cc(=O)[nH]2)cc1	0	5	-4	0	0.9	2	1	0	i	-1
CC(=O)Nc1ccc(SC[C@H](Cc2ccccc2)N2CC[C@@H](C(C)(C)C)CCC2=O)cc1	28*	1	-3	8	2.0	1	23	-3	i	2
O=C(CSc1nc(=O)n(CCCN2CCOCC2)c2c1CCCC2)Nc1cccc([N+](=O)[O-])c1	13	-1	-2	-23	3.3	-1	2	-3	i	3
CCC(Oc1ccccc1)C(=O)Nc1nnc(S(=O)(=O)Nc2ccccc2)s1 (configuration not stated)	-11	1	-15	10	1.7	5	-16	-6	i	-1
CC1(C(=O)Nc2cccc(C#N)c2)CCN1C(=O)C/C=C/c1ccccc1 (configuration not stated)	4	4	/	2	0.6	-1	8	-4	i	4
CCCOc1ccc(C(=O)NNC(=S)NC(=O)c2ccccc2[N+](=O)[O-])cc1	1	6	-10	-6	-1.5	3	3	9	i	6
CCCCC[C@@H]1C=C(C(=O)O)[C@H](c2ccc(C#N)cc2)N1S(=O)(=O)c1ccc(C)cc1	-29	4	-17	3	-1.0	2	8	7	i	-2
CC1CC(C)CN(S(=O)(=O)c2ccc3c(c2)CC(C)N3C(=O)C2CC2)C1 (configuration not stated)	1	2	-2	3	1.1	1	-2	-4	i	4
Cc1ccc2[nH]c(=O)c(CN(Cc3cccs3)S(=O)(=O)c3ccc4c(c3)OCCO4)cc2c1	2	-4	-10	0	2.7	-7	14	5	i	-4

# Rewritten field by field: part of the list above
> O=C(NCc1cccnc1)c1cc(C2CCCCN2C(=O)c2ccc(Cl)cc2)on1 (configuration not stated)
  NRP1-CendR mod: -3	MT1-MMP act inh: 2	Scp1 inh: /	SUMO1-SIM PPI: -2	LMPTP block: -2.2	DNMT1 block: 9	SKN-1 block: -9	NadD inh: -1	Rpn11 block: i	STEP inh: -3
> CC(C)n1cc(NC(=O)c2cc(-c3ccccc3)on2)cn1
  NRP1-CendR mod: -2	MT1-MMP act inh: 11	Scp1 inh: -5	SUMO1-SIM PPI: 0	LMPTP block: 1.1	DNMT1 block: -2	SKN-1 block: 20	NadD inh: -3	Rpn11 block: i	STEP inh: -1

# The results go on.
smiles	NRP1-CendR mod	MT1-MMP act inh	Scp1 inh	SUMO1-SIM PPI	LMPTP block	DNMT1 block	SKN-1 block	NadD inh	Rpn11 block	STEP inh
O=S(=O)(NCCSCc1ccc(Cl)cc1Cl)c1ccc2c(c1)OCCO2	22	-5	-14	-6	4.1	7	17	-3	i	-4
Cn1c2ccccc2c2c(C(=O)N3CCN(c4ccccc4)CC3)cn(C3CCCC3)c(=O)c21	4	7	-2	1	2.2	-5	3	9	i	0
Cc1ccc(NC(=O)N2CCCC2C(=O)Nc2ccc(-n3cnnn3)c(C)c2)cc1 (configuration not stated)	3	-2	-6	0	-0.3	0	8	3	i	0
CCC(=O)n1nc(-c2ccco2)nc1N	1	3	-2	-1	-0.7	1	11	-7	i	-6
O=C(CNC(=O)C1CCCCC1)OCC(=O)c1ccc(Cl)s1	0	2	-7	-3	0.3	1	6	5	i	2
Cn1cc(CN2CCCC(C(=O)c3ccc(-c4ccccc4)cc3)C2)cn1 (configuration not stated)	2	2	0	-3	-1.4	0	13	-6	i	-1
O=C(Nc1cccc(F)c1)C1CC(=O)N(c2ccc(Br)cc2)C1 (configuration not stated)	7	1	-17	0	-0.7	-2	29	-6	i	5
Cc1ccccc1NC(=O)C(=O)NCCCN1CCCC1=O	1	0	-6	-2	0.0	2	-16	-4	i	-2
CCCCN(C)CCNC(=O)Cn1ncc2c(=O)oc3ccc(C)cc3c21	-1	2	12	1	0.2	1	-10	6	i	-1
CC(C)(C)CC(=O)Nc1cc2c3c(c1)CCN3C(=O)CC2	10	-1	3	-3	-0.6	4	-8	-1	i	1
Cc1ccc(OCC(=O)Nc2cc(NC(=O)COc3ccc(C)cc3)cc(C(=O)O)c2)cc1	2	2	14	6	1.5	4	-9	6	i	2
COc1cc(OC)c2c(-c3ccccc3)cc(=O)oc2c1C(CCN1CCOCC1)c1ccc(N(C)C)cc1 (configuration not stated)	-9	-4	9	-5	3.2	-16	0	7	i	1
Clc1cccc(-c2nnc(-c3ccno3)o2)c1	13	2	5	-4	-1.2	2	15	2	i	0
C1CCN2CC3CC(CN4CCCC[C@@H]34)[C@H]2C1	-3	5	-6	1	-1.6	1	-6	2	i	3
COC(=O)c1cc2ccsc2n1CC(=O)Nc1cc(Cl)ccc1OC	10	-15	-6	1	3.5	-11	6	3	i	-2
Cc1ccccc1S(=O)(=O)c1c(C)cc(-c2ccccc2)[nH]c1=O	15	1	-10	-8	-1.4	1	2	-1	i	2
CCC/C=N/Nc1nnc(Cc2ccccc2)c(=O)[nH]1	5	1	-6	3	-0.7	2	-2	0	i	-3
COc1ccccc1C(CNC(=O)CSc1ccc2ccccc2c1)N(C)C (configuration not stated)	9	-5	-7	-6	0.5	1	6	-15	i	-2
O=C(CN1CCN(C2CCCCC2)CC1)Nc1ccc(Br)cc1	-3	3	6	-2	-1.3	3	5	-8	i	0
CC(Sc1nnc(-c2ccco2)n1-c1ccccc1)C(=O)NCC1CCCO1 (configuration not stated)	-2	-1	-6	-2	-1.2	0	-4	1	i	-1
CCOC(=O)c1c(-c2ccc(OC)cc2)oc2ccc(OCC(N)=O)cc12	-6	1	-5	5	0.7	-6	-7	-7	i	0
O=C(Cc1ccc(S(=O)(=O)N2CCOCC2)s1)N1CCN(S(=O)(=O)c2cccc(F)c2)CC1	-4	-5	-2	-2	-1.6	3	1	2	i	0
COc1cccc(NC(=O)CN(C)C(=O)c2ccc(S(=O)(=O)Nc3ccccc3C)cc2)c1	7	7	43	3	2.2	-2	16	-3	i	-2
COc1ccc(S(=O)(=O)NCCCCCC(=O)O)cc1C(=O)O	-3	-1	-1	1	-0.6	0	-3	0	i	0
COc1cc(NC(=S)NCCN2CCOCC2)cc(OC)c1	5	1	-3	-2	-1.3	13	-2	1	i	1
Cc1cc(=O)[nH]c(SCc2ccccc2)n1	7	3	3	5	-1.7	3	-5	-1	i	-1
C#CCn1cnc2c(cnn2-c2ccc(C)c(C)c2)c1=O	0	3	-3	9	-0.5	1	-5	-6	i	-3
CCOCCOC(=O)C1=C(C)N(C)C(=O)NC1c1cc(Cl)c(O)c(OCC)c1 (configuration not stated)	-4	3	6	2	-2.7	3	-2	2	i	1
Cc1ccc2occ(/C=N/NC(N)=S)c(=O)c2c1	-22	0	6	9	2.0	-4	0	6	i	-1
O=C(Nc1ccccc1)N1CCn2c(nc3ccccc32)C1	2	0	-6	1	-0.2	12	-4	-8	i	0
CN1CCCCC1=NCCCn1cnc2c1c(=O)n(C)c(=O)n2C	-1	0	0	-2	-0.9	1	10	-2	i	-1
Nc1nc(-c2ccc3c(c2)OCCO3)cs1	-13	4	-15	-4	1.4	-4	-6	4	i	-3
Cn1nnnc1SCC(=O)Nc1ccc(Oc2ccccc2)cc1	8	-2	5	-2	0.2	-7	-9	-5	i	0
CCOC(=O)c1c(C)oc2c1c(C(c1cccnc1)N1CCOCC1)c(O)c1ccccc12 (configuration not stated)	-18	-4	-18	2	3.6	-7	-12	-9	i	2
CCOC(=O)Cn1c(CN2CCN(C(c3ccccc3)c3ccccc3)CC2)nc2c1c(=O)n(C)c(=O)n2C	4	-5	-1	-2	0.1	-2	-10	-2	i	1
CCOC(=O)c1c(NC(=O)Cn2cnc([N+](=O)[O-])n2)sc2c1CCC(C)C2 (configuration not stated)	-1	2	2	0	0.2	15	0	-2	i	-2
COC(=O)CCN(C(=O)c1ccc(C)c([N+](=O)[O-])c1)c1ccccn1	9	-3	-4	-4	-0.3	2	0	6	i	-2
O=C(Nc1ccc(Oc2ccccc2)cc1)c1ccc2sc([C@H]3C[C@H](O)[C@@H](CO)O3)nc2c1	-2	-4	/	2	1.0	-9	-6	-17	i	-2

# High-throughput results as filed in PubChem BioAssay.
